Assay outcomes deposited in PubChem BioAssay by National Center for Advancing Translational Sciences (NCATS).
HT1080NT lethal – kills 2HG-producing HT-1080-NT fibrosarcoma cells | Potency, µM (highest dose often 46.1 µM), for the others: top-dose activity, negative = less viability, actives largely listed as cytotoxic | 360,000 compounds, 1.6% hits | HT-1080-NT fibrosarcoma viability, CellTiter-Glo ATP luminescence, 48 h | AID 686970;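 further: NT is the 2HG producing partner of a matched IDH1 knockdown line; potency means the concentration at half of the fitted maximal effect; 0% = DMSO-treated cells and -100% = media-only wells without cells; nearly all actives have a fitted effect of over 55% in size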
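Viability of the 2HG-overproducing fibrosarcoma line after 48 hours of compound exposure at 37 degrees C was determined by luminescence with CellTiter-Glo, and concentration-effect curves were then fitted and categorized.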
MCF10A rerep – inducers of DNA re-replication in MCF 10A breast cells | Potency, µM (highest dose often 46.1 µM), for inactives: at the highest dose activity, positive = re-replication, most hits filed as activators | 350,000 compounds, 2.9% hits | MCF 10A DNA re-replication, Hoechst nuclear intensity, 48 h; further: potency means the concentration at half of the fitted maximal effect; % of control where 0% means no effect; nearly all actives have a fitted effect of over 50% in size
IL1B secr inh – inhibitors of inflammasome signaling (IL-1 beta secretion) | THP-1 LPS/ATP IL-1B secretion, AlphaLISA, 16 h; active compounds read low | activity change, % at 57.5 µM | 360,000 compounds, 4.7% hits | AID 743279; in the data active means activity change below about -50%; inconclusive means mostly about -30% to -49%; further: on the % scale 0 is the no-effect control and ±100 the full control effect
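THP-1 cells pretreated 1 hr with compounds (up to 57.5 uM final), then stimulated with LPS (250 ng/mL final) plus ATP (1.25 mM final); secreted IL-1B measured by AlphaLISA after 16 hr, decreased signal indicating inhibition.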
HT1080 IDH1KD tx – kills HT-1080 cells with IDH1 knockdown; HT-1080 IDH1 knockdown viability, ATP luminescence, 48 h; Potency, µM (titrated, usually from 46.1 µM), without a hit: at the top dose activity, negative = toxicity, hits mostly cytotoxic; 360,000 compounds, 2% hits;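 further: potency means the concentration at half of the fitted maximal effect; 0% = DMSO wells and -100% = cell-free medium wells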
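Knockdown cells (IDH1KD HT-1080) received compounds 2 h after plating at 750 cells/well and were kept 48 h at 37 °C in 5% FBS RPMI. A CellTiter-Glo luminescence read gave % activity for curve fitting.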
HEK293 tox – cytotoxicity in counter-screen for GLP-1R inverse agonists | Potency, µM (doses to about 38.3 µM), inactives show at the highest dose activity change, negative = inhibition, actives largely listed as inhibitors | 410,000 compounds, 0.13% hits | HEK293 cAMP-luciferase reporter cells, luminescence, 24 h;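 further: loss of luciferase light is scored as toxicity; potency means the concentration at half of the fitted maximal effect; on the % scale 0 is the no-effect control and ±100 the full control effect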
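1536-well qHTS counterscreen of the MLSMR; 200 cells/uL, 12 h pre-incubation, 23 nL cpd, 24 h at 37 deg C 5% CO2, luciferase detection reagent, 12 min RT, luminescence. Inhibition = undesired.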
KB-3-1 tox – kills parental KB-3-1 adenocarcinoma cells; KB-3-1 viability, CellTiter-Glo ATP luminescence, 72 h; Potency, µM (titrated, usually from 46.1 µM), inactives show at the highest dose activity change, negative = cytotoxic, actives largely listed as cytotoxic; 400,000 compounds, 1.4% hits; AID 1347075; further: potency means the concentration at half of the fitted maximal effect; on the % scale 0 is the no-effect control and ±100 the full control effect; nearly all actives have a fitted effect of over 60% in size
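Cytotoxicity in the drug-sensitive parental line KB-3-1 was scored as loss of CellTiter-Glo luminescence following 72 h incubation with compound. Values come from curve fitting of normalized concentration-response data.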
DRD3 agonist – agonists of human D3 dopamine receptor; P35462; max activation, %; 410,000 compounds, 0.58% hits; D3R DiscoveRx beta-arrestin cells, luminescence, 90 min; in the data active means max activation above about 30%; further: 0% is about no effect; mostly tested at two doses, the higher about 12 µM
Target sequence (P35462 whole entry, looked up): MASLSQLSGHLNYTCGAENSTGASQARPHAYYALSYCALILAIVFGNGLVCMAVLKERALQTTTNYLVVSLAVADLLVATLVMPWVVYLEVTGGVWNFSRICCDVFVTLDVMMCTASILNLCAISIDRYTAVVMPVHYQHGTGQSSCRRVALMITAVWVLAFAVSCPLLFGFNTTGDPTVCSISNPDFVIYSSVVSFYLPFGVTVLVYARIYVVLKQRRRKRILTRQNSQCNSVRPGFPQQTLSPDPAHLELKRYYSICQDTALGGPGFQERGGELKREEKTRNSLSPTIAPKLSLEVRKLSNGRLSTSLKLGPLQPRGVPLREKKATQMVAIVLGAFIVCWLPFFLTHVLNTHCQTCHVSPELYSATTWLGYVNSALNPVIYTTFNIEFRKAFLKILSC
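Cells at 1500/well, incubated overnight, then treated with pinned compounds (dopamine as control) for 90 min at 37 degrees C. DiscoveRx reagent added for 30 - 60 minutes at room temperature; luminescence read.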
SW480 rereplic – induces DNA re-replication in SW480 colon adenocarcinoma cells; SW480 DNA re-replication, Hoechst DNA content imaging, 48 h; Potency, µM (titrated, usually from 46.1 µM), for inactives: at the highest dose re-replication activation, hits mostly activators; 340,000 compounds, 1.8% hits; further: potency means the concentration at half of the fitted maximal effect; % of control where 0% means no effect; nearly all actives have a fitted effect of over 55% in size
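First, 250 cells per well were seeded. Next, compound or vehicle (23 nL) was pinned in, plates sat 48 hr at 37 C. Finally Hoechst was added for 40 min before fluorescence scanning.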
KB-V1 cytotox – kills drug-selected multidrug resistant KB-V1 cells | KB-V1 MDR cells viability, CellTiter-Glo, 72 h | AID 1347076 | Potency, µM (titrated, usually from 46.1 µM), for inactives: at the highest dose activity change, negative = cytotoxicity, actives largely listed as cytotoxic | 400,000 compounds, 3.4% hits; further: potency means the concentration at half of the fitted maximal effect; on the % scale 0 is the no-effect control and ±100 the full control effect; nearly all actives have a fitted effect of over 60% in size
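Compound-treated KB-V1 multidrug-resistant cells, 72 h, 37 degrees C; viability by CellTiter-Glo. Fitted qHTS curves give the values.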
Starred values were filed as active, the others as inactive; [ ] = remark or other dose. Unless noted, the call rests on the fitted dose curve; in most records, active means well fitted curve in the direction sought with a large enough effect; inconclusive means small, poorly fitted or top-dose-only effect, or another doubt; inactive means no such curve, though single readings can be large; an effect the other way counts as inactive or inconclusive.

For Cc1ccc(NC2CC(C)NC(=S)N2)cc1 (configuration not stated) the results were HT1080NT lethal 10%, MCF10A rerep -1%, IL1B secr inh 13, HT1080 IDH1KD tx 10%, HEK293 tox 0%, KB-3-1 tox 4%, DRD3 agonist -7, SW480 rereplic -19% and KB-V1 cytotox 29%.
`O=C(Nc1ccccc1-c1nc2ccccc2s1)c1ccc(F)cc1` gave HEK293 tox -16%, KB-3-1 tox 9%, DRD3 agonist 0 and KB-V1 cytotox inconclusive.
COc1ccc(CCNC(=O)COC(=O)C2CC2C)cc1OC (configuration not stated) was read as HT1080NT lethal 9%, MCF10A rerep -1%, IL1B secr inh 9, HT1080 IDH1KD tx 3%, HEK293 tox -1%, KB-3-1 tox 2%, DRD3 agonist -4, SW480 rereplic -7% and KB-V1 cytotox 17%.
Screening COc1cccc(S(=O)(=O)Nc2ccc(C(=O)Nc3ccncc3)cc2)c1 returned HT1080NT lethal 6%, MCF10A rerep inconclusive, IL1B secr inh 12, HT1080 IDH1KD tx 9%, HEK293 tox 7%, KB-3-1 tox inconclusive, DRD3 agonist 7, SW480 rereplic 1% and KB-V1 cytotox 21µM*.
Screening CC(C)c1nc2ccccc2n1CCC(=O)O returned HT1080NT lethal 5%, MCF10A rerep 21%, IL1B secr inh 16, HT1080 IDH1KD tx 4%, HEK293 tox 7%, KB-3-1 tox -12%, DRD3 agonist 2, SW480 rereplic 6% and KB-V1 cytotox 4%.
`CN(C(=O)CC1C(=O)NCCN1Cc1ccoc1)C1CCOCC1` (configuration not stated) gave HT1080NT lethal 8%, MCF10A rerep -9%, IL1B secr inh -4, HT1080 IDH1KD tx 9%, HEK293 tox 5%, KB-3-1 tox -1%, DRD3 agonist -13, SW480 rereplic -20% and KB-V1 cytotox -1%.
Screening N#C/C(=C\Nc1ccc2c(c1)OCCO2)c1nc2ccccc2[nH]1 returned HT1080NT lethal 0%, MCF10A rerep inconclusive, IL1B secr inh -24, HT1080 IDH1KD tx -9%, HEK293 tox -8%, KB-3-1 tox inconclusive, DRD3 agonist 4, SW480 rereplic inconclusive and KB-V1 cytotox 15µM*.
Screening CC(=O)Nc1ccc(CN2C(=O)C(C)(C)ON=C2c2ccc(NC(C)=O)cc2)cc1 returned HT1080NT lethal 15%, IL1B secr inh -15, HT1080 IDH1KD tx 17%, HEK293 tox 2%, KB-3-1 tox 2%, DRD3 agonist 0 and KB-V1 cytotox -5%.
For C/C(Cn1nnc([N+](=O)[O-])n1)=N\NC(=O)c1ccccc1Cl the results were HT1080NT lethal inconclusive, MCF10A rerep -7%, IL1B secr inh 63, HT1080 IDH1KD tx inconclusive, HEK293 tox -16%, KB-3-1 tox 6%, DRD3 agonist 7, SW480 rereplic inconclusive and KB-V1 cytotox -17%.
For COc1cccc(NC(=O)[C@H](Cc2c[nH]c3ccccc23)NC(=O)[C@@H]2Cc3ccccc3CN2)c1 the results were HT1080NT lethal inconclusive, MCF10A rerep 18µM*, IL1B secr inh -2, HT1080 IDH1KD tx inconclusive, HEK293 tox -22%, KB-3-1 tox inconclusive, DRD3 agonist -2, SW480 rereplic inconclusive and KB-V1 cytotox 7%.
Cc1ccccc1-c1nc(-c2cccnc2)no1 was read as HT1080NT lethal 0%, MCF10A rerep -179%[0.0737 µM], IL1B secr inh 11, HT1080 IDH1KD tx -16%, HEK293 tox 5%, KB-3-1 tox -1%, DRD3 agonist 1, SW480 rereplic -10% and KB-V1 cytotox -5%.
For O=C(NCCc1ccccc1F)/C(=C/c1cccnc1)NC(=O)c1ccccc1 the results were HT1080NT lethal -1%, MCF10A rerep -4%, IL1B secr inh -9, HT1080 IDH1KD tx -7%, HEK293 tox 0%, KB-3-1 tox -3%, DRD3 agonist -6, SW480 rereplic -22% and KB-V1 cytotox -10%.

Next part; the last three above are carried over.
For COc1cccc(NC(=O)[C@H](Cc2c[nH]c3ccccc23)NC(=O)[C@@H]2Cc3ccccc3CN2)c1 the results were HT1080NT lethal inconclusive, MCF10A rerep 18µM*, IL1B secr inh -2, HT1080 IDH1KD tx inconclusive, HEK293 tox -22%, KB-3-1 tox inconclusive, DRD3 agonist -2, SW480 rereplic inconclusive and KB-V1 cytotox 7%.
Cc1ccccc1-c1nc(-c2cccnc2)no1 was read as HT1080NT lethal 0%, MCF10A rerep -179%[0.0737 µM], IL1B secr inh 11, HT1080 IDH1KD tx -16%, HEK293 tox 5%, KB-3-1 tox -1%, DRD3 agonist 1, SW480 rereplic -10% and KB-V1 cytotox -5%.
For O=C(NCCc1ccccc1F)/C(=C/c1cccnc1)NC(=O)c1ccccc1 the results were HT1080NT lethal -1%, MCF10A rerep -4%, IL1B secr inh -9, HT1080 IDH1KD tx -7%, HEK293 tox 0%, KB-3-1 tox -3%, DRD3 agonist -6, SW480 rereplic -22% and KB-V1 cytotox -10%.
Screening CSc1nc2sc3c(c2c(=O)n1CC(C)C)CC(C)(C)OC3 returned HT1080NT lethal 5%, MCF10A rerep -2%, IL1B secr inh -8, HT1080 IDH1KD tx 16%, HEK293 tox 5%, KB-3-1 tox 10%, DRD3 agonist -26, SW480 rereplic -11% and KB-V1 cytotox inconclusive.
Screening Cc1ccc(S(=O)(=O)N/N=C/c2ccc(OS(=O)(=O)c3ccc(C)c([N+](=O)[O-])c3)cc2)cc1 returned HT1080NT lethal -7%, MCF10A rerep 53%, IL1B secr inh -5, HT1080 IDH1KD tx -10%, HEK293 tox 11%, KB-3-1 tox -13%, DRD3 agonist -9, SW480 rereplic 23% and KB-V1 cytotox 0%.
For O=C(Cc1ccccc1)NCC(=O)OCC(=O)c1ccc(Cl)cc1 the results were HT1080NT lethal 4%, MCF10A rerep -17%, IL1B secr inh inconclusive, HT1080 IDH1KD tx 3%, HEK293 tox 2%, KB-3-1 tox 4%, DRD3 agonist -5, SW480 rereplic -9% and KB-V1 cytotox 28%.
Screening O=C(Nc1ccc([N+](=O)[O-])cc1)C(=O)Nc1cccc(C(=O)O)c1 returned HT1080NT lethal inconclusive, MCF10A rerep -6%, IL1B secr inh 0, HT1080 IDH1KD tx inconclusive, HEK293 tox -15%, KB-3-1 tox inconclusive, DRD3 agonist -5, SW480 rereplic -10% and KB-V1 cytotox inconclusive.
For COc1cnc(-c2ccccn2)nc1Oc1ccc(F)cc1F the results were HT1080NT lethal 2%, MCF10A rerep -10%, IL1B secr inh 16, HT1080 IDH1KD tx -12%, HEK293 tox inconclusive, KB-3-1 tox 4%, DRD3 agonist -12, SW480 rereplic 1% and KB-V1 cytotox -4%.
O=C(NCC1CCCO1)C1CCN(c2ccc(S(=O)(=O)N3CCCC3)cc2)CC1 (configuration not stated) was read as HT1080NT lethal -2%, MCF10A rerep 10%, IL1B secr inh 11, HT1080 IDH1KD tx -11%, HEK293 tox 3%, KB-3-1 tox 0%, DRD3 agonist 0, SW480 rereplic 1% and KB-V1 cytotox -8%.
`CCCCC(=O)Nc1cc(OC)c(NC(=S)NC)cc1OC` gave HT1080NT lethal 1%, MCF10A rerep -6%, IL1B secr inh -2, HT1080 IDH1KD tx 3%, HEK293 tox 7%, KB-3-1 tox 26%, DRD3 agonist -9, SW480 rereplic -12% and KB-V1 cytotox inconclusive.
`N#Cc1c(NC(=O)CSc2nnc(-c3ccco3)n2-c2ccccc2)sc2c1CCC2` gave HT1080NT lethal 5%, MCF10A rerep inconclusive, IL1B secr inh -7, HT1080 IDH1KD tx 7%, HEK293 tox 0%, KB-3-1 tox 4%, DRD3 agonist 4, SW480 rereplic -1% and KB-V1 cytotox inconclusive.
Screening CCOC(=O)c1oc2ccccc2c1N returned HT1080NT lethal 1%, MCF10A rerep 3%, IL1B secr inh -12, HT1080 IDH1KD tx 8%, HEK293 tox 5%, KB-3-1 tox -1%, DRD3 agonist 13, SW480 rereplic -7% and KB-V1 cytotox 1%.
Cc1csc(NC(=O)/C=C/c2ccc(C)o2)n1 was read as HT1080NT lethal 0%, MCF10A rerep -2%, IL1B secr inh -7, HT1080 IDH1KD tx -2%, HEK293 tox -7%, KB-3-1 tox -2%, DRD3 agonist -10, SW480 rereplic 0% and KB-V1 cytotox -3%.
For O=C1CCCC/C1=C\Nc1ccc(O)cc1 the results were HT1080NT lethal -4%, MCF10A rerep inconclusive, IL1B secr inh 2, HT1080 IDH1KD tx 1%, HEK293 tox 1%, KB-3-1 tox 24%, DRD3 agonist -2, SW480 rereplic inconclusive and KB-V1 cytotox 0%.
`COc1ccc(N2CCN(CC(=O)c3ccc(Cl)cc3)CC2)cc1` gave HT1080NT lethal 0%, MCF10A rerep 18µM*, IL1B secr inh 10, HT1080 IDH1KD tx 0%, HEK293 tox -2%, KB-3-1 tox 5%, DRD3 agonist 9, SW480 rereplic -2% and KB-V1 cytotox inconclusive.
`COc1cccc(CNC(=O)C2CCN(S(=O)(=O)c3ccccc3)CC2)c1` gave HT1080NT lethal 15%, MCF10A rerep 2%, IL1B secr inh 7, HT1080 IDH1KD tx 9%, HEK293 tox 1%, KB-3-1 tox 1%, DRD3 agonist 0, SW480 rereplic 1% and KB-V1 cytotox 21µM*.
CCCOc1ccc(S(=O)(=O)NCc2ccc(OC)cc2)cc1 was read as HT1080NT lethal -8%, MCF10A rerep 0%, IL1B secr inh 0, HT1080 IDH1KD tx -11%, HEK293 tox 1%, KB-3-1 tox 0%, DRD3 agonist 10, SW480 rereplic -5% and KB-V1 cytotox -24%.
COc1ccccc1NC(=O)CSc1nnc(Cn2cnc3ccccc32)n1C was read as HT1080NT lethal 24%, MCF10A rerep -1%, IL1B secr inh -1, HT1080 IDH1KD tx 25%, HEK293 tox -6%, KB-3-1 tox 0%, DRD3 agonist -1, SW480 rereplic -8% and KB-V1 cytotox 2%.

This is a random part of the collection; any-hit rate near 11%.
